NPC1 prom act – qHTS Assay for NPC1 Promoter Activators | Huh7 NPC1 promoter luciferase reporter, 24 h | actives 2.4% (n = 320,000) | AID 485313, 2010 | Potency, µM (titrated, usually from 9.22 µM), for the others: at the highest dose activation, hits mostly activators;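 note: potency is the fitted concentration of half-maximal effect; % of control where 0% means no effect; nearly all actives have a fitted effect of over 60% in size; reporter is driven by a mutant NPC1 promoter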
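NPC1 promoter–luciferase Huh7 cells; 24 h compound; luminescence.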
KCNH2 3.1 block – qHTS for Inhibitors of KCHN2 3.1: Mutant qHTS | actives 0.95% (n = 340,000) | activity change, % (tested at about 1.8 µM) | U2OS KCNH2 3.1, thallium flux FluxOr; hits give low values | AID 720553, 2013;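 active = maximum activity change below -70%; inconclusive = maximum activity change from -70% to -50%; inactive = maximum activity change above -50%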;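 note: thallium influx rate constant from kinetic fluorescence after stimulation buffer; % is set by controls: 0 for no effect and ±100 for the full control effect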
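We transduce U2OS cells with the mutant 3.1 virus, culture them overnight, load FluxOr with Red40 quencher for 45 min, then add stimulation buffer and read kinetically for 2 min to derive a normalized rate constant.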
Menin MLL FP TR – qHTS Assay for Inhibitors Targeting the Menin-MLL Interaction in MLL Related Leukemias: Competition With Texas Red Labeled MLL-derived Mutant Peptide | O00255 | Menin + Texas Red MLL mutant peptide, fluorescence polarization | Potency, µM (titrated, usually from 61.6 µM), inactives show top-dose FP activity change, negative = inhibition, hits mostly inhibitors | actives 0.23% (n = 270,000) | AID 1768, 2009; active = well fitted inhibition curve with a large enough effect in the polarisation, with a control signal flat, not every such curve was filed as active; inconclusive = small, poorly fitted or top-dose-only effect, or effect the other way, or a change in a side signal; inactive = no such curve, though single readings can be large or run the other way; the % refers to the polarisation; note: potency is the fitted concentration of half-maximal effect; % of control where 0% means no effect; many of its hits are not listed in these tables
Mito fusion act – qHTS Assay for Small Molecule Inhibitors of Mitochondrial Division or Activators of Mitochondrial Fusion; Potency, µM (top dose mostly 46.1 µM), for the others: at the highest dose growth rescue (activation), most hits filed as activators; actives 0.23% (n = 320,000); S. cerevisiae fusion-defective mutant growth rescue, CellTiterGlo 48 h;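 note: potency is the fitted concentration of half-maximal effect; % of control where 0% means no effect; nearly all actives have a fitted effect of over 45% in size; temperature-sensitive fusion mutants such as fzo1-1 at 37 °C on non-fermentable ethanol glycerol medium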
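Yeast fusion mutant, YPEG (non-fermentable carbon), compound, 48 h at 37C non-permissive; CellTiterGlo added, 10 min RT, luminescence read. Rescued growth = division inhibition.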
FLuc counter – qHTS profiling assay for firefly luciferase inhibitor/activator using purifed enzyme and Km concentrations of substrates (counterscreen for miR-21 project); purified FLuc, Km substrates, luminescence inhibition; Potency, µM (doses to about 57.5 µM), without a hit: at the top dose activity change, negative = inhibition, actives largely listed as inhibitors; actives 6.9% (n = 360,000);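 note: potency is the fitted concentration of half-maximal effect; plate controls were vehicle for no effect and reference inhibitor for full effect; nearly all actives have a fitted effect of over 55% in size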
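Purified P. pyralis luciferase, 10 nM final, with Km-level 10 uM D-luciferin and 10 uM ATP in 50 mM Tris acetate pH 7.5, 10 mM Mg acetate, 0.01% Tween-20, 0.05% BSA; 6-point qHTS titration about 60 µM downward; luminescence read.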
RORgamma inh – qHTS for inhibitors of ROR gamma transcriptional activity | Nuclear receptor ROR-gamma (Mus musculus), P51450 | Drosophila S2 Gal4-RORgamma UAS-luciferase reporter, 20 h | Potency, µM (series often up to 53.6 µM), for the others: at the highest dose activity change, negative = inhibition, most hits filed as inhibitors | actives 5.4% (n = 310,000); note: potency is the fitted concentration of half-maximal effect; % is set by controls: 0 for no effect and ±100 for the full control effect; nearly all actives have a fitted effect of over 60% in size
Target sequence (P51450 whole entry, looked up, the tested form may be a part): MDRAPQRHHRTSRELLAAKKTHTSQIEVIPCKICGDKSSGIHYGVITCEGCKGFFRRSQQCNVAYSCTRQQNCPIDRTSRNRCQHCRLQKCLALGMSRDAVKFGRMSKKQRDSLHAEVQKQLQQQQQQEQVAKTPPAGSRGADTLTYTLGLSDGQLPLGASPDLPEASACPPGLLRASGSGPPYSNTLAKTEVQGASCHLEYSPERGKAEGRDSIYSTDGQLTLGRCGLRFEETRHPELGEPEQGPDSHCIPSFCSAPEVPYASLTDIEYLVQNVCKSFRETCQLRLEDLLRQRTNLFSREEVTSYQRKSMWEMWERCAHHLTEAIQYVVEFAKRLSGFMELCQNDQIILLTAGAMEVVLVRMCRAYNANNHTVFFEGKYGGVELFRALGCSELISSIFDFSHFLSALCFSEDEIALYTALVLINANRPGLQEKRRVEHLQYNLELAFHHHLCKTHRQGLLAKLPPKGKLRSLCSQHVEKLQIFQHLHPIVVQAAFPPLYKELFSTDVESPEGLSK
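In this cell-based reporter format, copper sulfate (700 uM final) drives Gal4–ROR gamma fusion expression from a metallothionein promoter in Drosophila Schneider cells; compounds preincubated 1 hr, reporter read after 20 hr at ambient temperature.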
MBNL1 CUG block – qHTS Assay for Inhibitors of MBNL1-poly(CUG) RNA binding; Muscleblind-like protein 1 (Homo sapiens), Q9NR56; TR-FRET MBNL1-His/biotin-(CUG)12 binding, 665/545 ratio; Potency, µM (highest dose often 57.5 µM), inactives show at the top dose activity change, negative = inhibition, hits mostly inhibitors; actives 0.036% (n = 280,000); AID 2675, 2010; active = well fitted inhibition curve with a large enough effect in the signal ratio, with a control signal flat, not every such curve was filed as active; inconclusive = small, poorly fitted or top-dose-only effect, or effect the other way, or a change in a side signal; inactive = no such curve, though single readings can be large or run the other way; the % refers to the signal ratio; note: potency is the fitted concentration of half-maximal effect; % is set by controls: 0 for no effect and ±100 for the full control effect
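TR-FRET readout: Ex 340 nm, 665/545 nm emission ratio, normalized to buffer-only (basal) and MBNL1-(CUG)12 controls. Complex of MBNL1-His with Biotin-(CUG)12, compounds 92 nM–58 uM, incubated 60 min at room temperature.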
Gal4-VP16 FLuc – VP16 counterscreen qHTS for inhibitors of ROR gamma transcriptional activity; Drosophila S2 Gal4-VP16 UAS-luciferase, luminescence, 20 h; Potency, µM (titrated, usually from 53.6 µM), for inactives: top-dose activity, negative = inhibition, most hits filed as inhibitors; actives 3.5% (n = 310,000);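 note: Gal4-VP16 expression switched on by copper sulfate through the metallothionein promoter; potency is the fitted concentration of half-maximal effect; % is set by controls: 0 for no effect and ±100 for the full control effect; nearly all actives have a fitted effect of over 50% in size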
ELG1 repair inh – qHTS screen for small molecules that inhibit ELG1-dependent DNA repair in human embryonic kidney (HEK293T) cells expressing luciferase-tagged ELG1 | Potency, µM (series often up to 46.1 µM), for the others: top-dose activity change, negative = inhibition, hits mostly inhibitors | actives 2.3% (n = 330,000) | HEK293T ELG1-luciferase reporter, luminescence, 16 h; DNA damage induced by 5-fluorouridine; note: potency is the fitted concentration of half-maximal effect; % is set by controls: 0 for no effect and ±100 for the full control effect; nearly all actives have a fitted effect of over 55% in size
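Overnight (16 hr) co-exposure of 2,000 cells/well to 5-fluorouridine and compound at 37 °C preceded detection. Luciferase was quantified via ONE-Glo luminescence; loss of signal denotes inhibition.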
Rab9 promoter act – qHTS Assay for Rab9 Promoter Activators. Potency, µM (top dose mostly 9.22 µM), for the others: at the top dose activation, negative = inhibition, hits mostly activators. AID 485297, 2010. actives 2.8% (n = 320,000). Huh7 Rab9 promoter-luciferase reporter, luminescence, 24 h; note: potency is the fitted concentration of half-maximal effect; % of control where 0% means no effect; nearly all actives have a fitted effect of over 60% in size
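Rab9 promoter-driven luciferase in stably transfected Huh7 cells; 1500 cells/well rested 2 h, exposed to compound in DMSO for 24 h at 37 °C, 5% CO2. Luminescence read 10 min after adding luciferase reagent at ambient temperature.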
PKM2 act – qHTS Assay for Activators of Human Muscle isoform 2 Pyruvate Kinase | Pyruvate kinase PKM (Homo sapiens), P14618 | purified PKM2, Kinase-Glo ATP luminescence, activation; response scale: 0% is enzyme alone, no compound | Potency, µM (top dose mostly 57.5 µM), inactives show at the highest dose activation, hits mostly activators | actives 0.34% (n = 260,000); note: potency is the fitted concentration of half-maximal effect; % is set by controls: 0 for no effect and ±100 for the full control effect; nearly all actives have a fitted effect of over 55% in size
Target sequence (P14618 whole entry, looked up, canonical isoform): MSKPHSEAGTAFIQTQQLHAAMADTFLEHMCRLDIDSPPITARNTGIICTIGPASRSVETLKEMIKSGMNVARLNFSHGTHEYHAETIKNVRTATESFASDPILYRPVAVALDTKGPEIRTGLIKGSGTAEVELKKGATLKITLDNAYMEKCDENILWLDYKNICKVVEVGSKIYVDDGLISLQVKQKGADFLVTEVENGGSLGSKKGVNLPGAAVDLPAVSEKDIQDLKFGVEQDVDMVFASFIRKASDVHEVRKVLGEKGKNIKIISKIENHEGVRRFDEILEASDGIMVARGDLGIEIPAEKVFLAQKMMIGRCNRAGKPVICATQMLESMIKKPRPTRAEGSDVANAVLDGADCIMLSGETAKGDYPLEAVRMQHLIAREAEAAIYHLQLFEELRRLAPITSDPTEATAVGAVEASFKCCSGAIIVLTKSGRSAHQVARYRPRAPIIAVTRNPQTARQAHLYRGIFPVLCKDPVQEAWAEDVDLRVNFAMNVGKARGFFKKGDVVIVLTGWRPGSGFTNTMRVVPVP
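hPK-M2, >95% pure; 0.1 mM ADP / 0.5 mM PEP final; imidazole pH7.2 buffer w/ 7 mM MgCl2, 50 mM KCl; 1 h RT; Kinase-Glo lum. Intermediate enzyme activity for dual inhibitor/activator qHTS.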
An asterisk follows results filed as active; ? = inconclusive; . = no result given; & = joins results of further samples; [ ] = remark or other dose. Unless noted, calls come from the whole dose curve; as a rule, active = well fitted curve in the direction sought with a large enough effect; inconclusive = small, poorly fitted or top-dose-only effect, or another doubt; inactive = no such curve, though single readings can be large; an effect the other way counts as inactive or inconclusive.

SMILES | NPC1 prom act | KCNH2 3.1 block | Menin MLL FP TR | Mito fusion act | FLuc counter | RORgamma inh | MBNL1 CUG block | Gal4-VP16 FLuc | ELG1 repair inh | Rab9 promoter act | PKM2 act
Cc1ccc(S(=O)(=O)N2CCN(C(=O)c3ccco3)CC2)cc1C | -5% | -3 | ? | 4% | -2% | -5% | -13% | -1% | -4% | -2%[1.84 µM] | .
O=[N+]([O-])c1cc(S(=O)(=O)Nc2ccc(Cl)cc2)ccc1N/N=C/c1ccncc1 | -1% | -14 | ? | 1% | 0% | -4% | -1% | -6% | 11% | -26% | -1%
O=S(=O)(N/N=C/c1ccccc1OCc1ccc(Cl)cc1)c1ccccc1 | 1% | 20 | ? | 29% | ? | 30% | -9% | -2% | ? | 1% | -1%
CCc1ccccc1NC(=O)CCC(=O)OCC(=O)c1ccc(-c2ccccc2)cc1 | 6% | 5 | -19% | 4% | -25% | ? | ? | ? | 5% | 0% | -11%
CCOc1ccccc1CNC(=O)CCc1cn(C)c2ccccc12 | -4% | -26 | -22% | 16% | 3%&-12% | -5% | 0% | 4% | ? | -4% | .
CCn1cc([N+](=O)[O-])c(C(=O)N2N=C(c3ccc4ccccc4c3)CC2c2ccccc2O)n1 (stereo unspecified) | -1% | 5 | -25% | 6% | ? | -6% | 13% | -28% | ? | -3% | 15%
CCOC(=O)c1cnc(-n2nc(C)cc2C)nc1N(C)C | ? | 2 | 8% | -17% | 5.4µM* | 1.1µM* | 5% | 4.5µM* | ? | 4.5µM* | -16%
CN(C)C(CNC(=O)c1cc(S(=O)(=O)N(C)c2ccc(F)cc2)ccc1Cl)c1ccco1 (stereo unspecified) | -4% | -5 | . | -3% | 1% | . | . | . | -4% | -3% | .
Cc1c(NC(=O)/C(=C/c2cccs2)c2cccs2)c(=O)n(-c2ccccc2)n1C | 2% | 9 | -6% | -1% | -9% | 2% | 16% | -2% | -2% | 1% | -6%
O=C(CSC1=NC(=O)C(Cc2ccccc2)C(=O)N1)Nc1ncc(Br)cc1Br (stereo unspecified) | -1% | 5 | -17% | 6% | ? | 19% | -3% | 0% | -9% | 2% | 5%
COc1ccc(NC(=O)CN(C)S(=O)(=O)c2ccc3c(c2)NC(=O)CS3)cc1 | 3% | -10 | . | 0% | -12% | 12% | -6% | 5% | ? | 6% | .
Cc1noc(C)c1S(=O)(=O)NCCc1ccc(S(N)(=O)=O)cc1 | 0% | 14 | 22% | -2% | 0% | -8% | -8% | 4% | 5% | -3% | 1%
CCSc1nnc2c(n1)OC1(CCCC1)Nc1ccccc1-2 | 1% | -4 | 0%[11.7 µM] | 3% | -9% | 28% | ? | 1% | 22% | 8% | -12%
O=C(O)COc1ccccc1/C=N/NC(=O)c1ccc2c(c1)OCCO2 | 0% | 10 | . | -1% | 1.5µM* | ? | 8% | ? | 23% | 0% | .
CC(=O)N(C)c1ccc(NC(=O)COc2ccc(Br)cc2C)cc1 | -1% | 20 | -19% | 20% | ? | 36% | -1% | -5% | 8% | -2% | 4%
O=C(COC(=O)Cc1ccccc1[N+](=O)[O-])NC1CCCC1 | 1% | 1 | -1% | 2% | -2% | 20% | 12% | -1% | 10% | 2% | .
O=C(c1cc2ccccc2o1)N1CCN(c2ccccn2)CC1 | -1% | 1 | . | 0% | 0% | ? | 10% | ? | 1% | -4% | 1%
CC(C)NC(=O)c1ccccc1NC(=O)/C=C/c1cccc([N+](=O)[O-])c1 | -12% | -1 | 31%[activator] | 2% | 1% | ? | ? | 7.9µM* | ? | 4% | 8%
COc1ccc(C2C(C#N)=C(/N=C/N3CCN(C)CC3)OC3=C2C(=O)CC(C)(C)C3)cc1 (stereo unspecified) | -6% | 6 | 2% | -5% | 0% | -3% | 3% | -9% | 9% | 3% | -1%
CC12CCC(C(=O)NNc3ccc([N+](=O)[O-])cc3)(OC1=O)C2(C)C (stereo unspecified) | 3% | 4 | . | -13% | -1% | 26% | ? | -5% | 8% | -14% | -1%
O=C(NC1CCCCC1)C(c1cccs1)N(C(=O)C(F)(F)F)c1ccccc1 (stereo unspecified) | 2% | -16 | . | 5% | 1% | -18% | 7% | ? | 1% | -5% | -6%
O=C(CC1(O)C(=O)N(CCc2ccccc2)c2ccccc21)c1ccccn1 (stereo unspecified) | 1% | 4 | ? | ? | 1% | 0% | 9% | 0% | -8% | -6% | 5%
COc1ccc(-c2noc(N3CCC(C(=O)N(C)c4ccccc4)CC3)n2)cc1 | -5% | -12 | 0% | 2% | ? | -3% | 4% | 2% | -23% | 15% | 3%
CCCCc1nc2cc(C(=O)N3CCCCC3CC(=O)OCC)ccc2o1 (stereo unspecified) | 23% | 0 | ? | -1% | 3% | 32% | -5% | 19% | 16% | ? | 6%
CC(C(=O)NCc1ccco1)n1ccc2cc(S(=O)(=O)N3CCCC3)ccc21 (stereo unspecified) | -9% | -21 | 19% | -7% | 2% | 25% | -3% | -3% | -3% | -1% | .
Cc1nc2sc(C(c3ccc(Br)cc3)N3CC(C)OC(C)C3)c(O)n2n1 (stereo unspecified) | -3% | -8 | -10% | 1% | 6% | -13%[0.365 µM] | 5% | . | 0% | 0% | 5%
COc1ccc(Cl)cc1NC(=O)CSc1nc(C)cc(C)n1 | 1% | 12 | 1% | 5% | 2% | -6% | 17% | -9% | 7% | -6% | -22%
Cc1ccc(NC2=CC(=O)CC(C)(C)C2)cc1C | -1% | 15 | 16% | 6% | 0% | 24% | -2% | 15% | 8% | -8% | 2%
O=C(NNC(=O)c1ccccc1Cl)c1ccc2c(=O)n3c(nc2c1)CCC3 | 1% | 4 | . | 0% | . | . | . | . | ? | 18% | .
NS(=O)(=O)c1ccc(CNC(=S)NC2CCCC2)cc1 | 0% | -8 | 1% | -4% | -2% | 2% | 3% | -10% | -2% | -2% | -8%
CCSc1nnc(NC(=O)CSc2nnc(-c3c[nH]c4ccccc34)n2CC)s1 | -1% | 2 | 24% | -6% | ? | ? | -11% | -19% | 12% | 3% | 18%
COc1ccccc1CNC(=O)CCCN1C(=O)COc2ccc(C)cc21 | 1% | -1 | -8% | 12% | -2% | -12% | 4% | -4% | -13% | -3% | 0%
O=C(Nc1cccc(Cl)c1Cl)C1CCN(C(=O)c2cccs2)CC1 | -3% | 7 | 9% | -2% | -1% | 1% | -5% | -6% | 0% | 0% | -4%
CCOc1ccccc1C1CC(=O)NC(SCC(=O)Nc2nccs2)=C1C#N (stereo unspecified) | 0% | 8 | -1% | -3% | 0% | -14% | 1% | 13% | ? | -6% | -11%
O=C(/C=C/c1ccc(S(=O)(=O)N2CCOCC2)cc1)NCc1ccccc1 | 3% | 5 | 12% | -1% | -9% | ? | 23% | 2% | 11% | 2% | -5%
O=C1C2C3C=CC([C@@H]2C(=O)N1C1CC1)[C@H]1C(=O)N(C2CC2)C(=O)C31 (stereo partly specified) | -3% | 20 | 6% | 2% | 1% | -20% | -19% | -5% | 14% | -10% | -1%
CCCCS(=O)CC(COc1ccc(Cl)cc1)OC(=O)c1ccccc1 (stereo unspecified) | 4% | 1 | ? | 14% | 1% | -31% | -4% | ? | -19% | 6% | -3%

Screening data: PubChem, National Center for Advancing Translational Sciences (NCATS)

An excerpt. The share of hits here may be higher or lower than overall.
